G9a inh: blocks human histone lysine methyltransferase G9a. 350,000 tested, 8.8% active. Q96KQ7. G9a H3K9 monomethylation, AlphaScreen, 2 h. Potency, µM (top dose mostly 102 µM), inactives show top-dose activity, negative = inhibition, actives largely listed as inhibitors. AID 504332; further: on the % scale 0 is the no-effect control and ±100 the full control effect; nearly all actives have a fitted effect of over 75% in size
Target sequence (Q96KQ7 913-1193 limits assumed): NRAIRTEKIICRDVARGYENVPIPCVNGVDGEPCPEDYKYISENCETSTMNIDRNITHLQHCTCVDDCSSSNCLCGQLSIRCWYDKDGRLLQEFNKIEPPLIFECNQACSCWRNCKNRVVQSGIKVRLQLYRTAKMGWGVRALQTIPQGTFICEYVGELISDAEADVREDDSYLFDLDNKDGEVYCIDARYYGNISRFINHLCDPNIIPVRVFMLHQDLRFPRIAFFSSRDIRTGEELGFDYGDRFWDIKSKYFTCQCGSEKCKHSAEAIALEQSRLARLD
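Using a bead-based AlphaScreen, monomethylated H3K9 product from 2 h room-temperature reactions (G9a 20 nM, peptide 500 nM, SAM 20 uM) was detected with 0.5 ug/mL rabbit anti-H3K9me1 antibody.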
HP1b chromo inh: inhibitors of HP1-beta chromodomain binding to methylated histone tails | P83916 | AlphaScreen HP1-beta / biotin-H3K9me3 peptide binding | Potency, µM (highest dose often 114 µM), inactives show at the highest dose activity change, negative = inhibition, usual class: inhibitors | 390,000 tested, 0.56% active | AID 540317; further: nearly all actives have a fitted effect of over 70% in size; inactives centre near 23
Target sequence (P83916 whole entry, looked up): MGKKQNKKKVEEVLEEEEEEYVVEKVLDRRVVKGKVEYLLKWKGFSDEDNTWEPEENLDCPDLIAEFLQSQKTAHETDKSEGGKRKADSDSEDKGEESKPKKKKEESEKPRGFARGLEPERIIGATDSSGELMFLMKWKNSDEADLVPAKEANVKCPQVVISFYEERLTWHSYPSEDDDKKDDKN
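HP1-beta protein (50 nM final) preincubated 30 min at room temperature with biotinylated H3(1-18)K9me3 peptide (50 nM) in PBS pH 7.4, 0.01% Tween-20, then compound added for 30 min. AlphaScreen streptavidin donor/nickel chelate acceptor beads (10 ug/mL final), 30 min dark, luminescence read.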
BLM inh: inhibitors of human Bloom syndrome helicase BLM. 350,000 tested, 0.2% active. recombinant BLM DNA unwinding, fluorescence dequenching. Potency, µM (series often up to 56.1 µM), for the others: top-dose activity change, negative = inhibition, actives largely listed as inhibitors. AID 2528. P54132;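 further: plate controls were vehicle for no effect and no enzyme for full effect; nearly all actives have a fitted effect of over 35% in size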
Tb PGK inh: T. brucei PGK inhibition | Potency, µM (doses to about 57.5 µM), for inactives: at the top dose activity change, negative = inhibition, usual class: inhibitors | 380,000 tested, 0.043% active | AID 602233 | PGK/GAPDH coupled, Kinase-Glo luminescence, 60 min | P07378; further: on the % scale 0 is the no-effect control and ±100 the full control effect; nearly all actives have a fitted effect of over 60% in size
Target sequence (P07378 whole entry, looked up): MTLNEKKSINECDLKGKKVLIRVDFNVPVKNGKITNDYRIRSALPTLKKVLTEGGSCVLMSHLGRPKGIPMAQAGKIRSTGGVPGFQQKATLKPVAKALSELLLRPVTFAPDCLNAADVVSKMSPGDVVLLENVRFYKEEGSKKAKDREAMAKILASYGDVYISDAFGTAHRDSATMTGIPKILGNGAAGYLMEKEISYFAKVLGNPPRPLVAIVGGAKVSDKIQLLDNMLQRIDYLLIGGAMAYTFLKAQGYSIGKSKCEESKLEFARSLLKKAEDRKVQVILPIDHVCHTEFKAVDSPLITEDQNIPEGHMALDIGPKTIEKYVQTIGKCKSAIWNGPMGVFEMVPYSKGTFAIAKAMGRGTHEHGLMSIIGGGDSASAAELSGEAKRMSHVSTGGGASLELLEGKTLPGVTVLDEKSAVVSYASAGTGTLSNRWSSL
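Luminescent ATP detection (Kinase-Glo Plus) follows a 60-minute room-temperature incubation, with wells lacking PGK as controls. Buffer: 100 mM TEA (pH 7.6), 5 mM MgCl2, 0.01% Tween-20. Coupling enzyme GAPDH (100 nM final) supplies unstable 1,3-BPG in-well.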
GLS inh: glutaminase GLS (human) inhibition; GLS enzymatic activity, qHTS titration; Potency, µM (highest dose often 45.5 µM), for the others: at the top dose activity change, negative = inhibition, most hits filed as inhibitors; O94925; AID 624170; 410,000 tested, 0.21% active; further: on the % scale 0 is the no-effect control and ±100 the full control effect
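Enzyme dispensed in phosphate buffer (45 mM, pH 8.2, 0.02% Tween-20), compounds pinned in, then 1 mM L-glutamine solution and the glutamate oxidase–HRP–Amplex Red mix added; fluorescence read immediately and again after 30 min at room temperature.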
Pin1 inhibitor: blocks the human prolyl isomerase Pin1. Q13526. Pin1 FP peptide displacement, HiFluor488, 10 min. Potency, µM (highest dose often 115 µM), inactives show at the top dose activity, negative = inhibition, most hits filed as inhibitors. 390,000 tested, 0.009% active. AID 504891; active means well fitted inhibition curve with a large enough effect in the polarisation, with a control signal flat, not every such curve was filed as active; inconclusive means small, poorly fitted or top-dose-only effect, or effect the other way, or a change in a side signal; inactive means no such curve, though single readings can be large or run the other way; the % refers to the polarisation; further: on the % scale 0 is the no-effect control and ±100 the full control effect
Target sequence (Q13526 whole entry, looked up): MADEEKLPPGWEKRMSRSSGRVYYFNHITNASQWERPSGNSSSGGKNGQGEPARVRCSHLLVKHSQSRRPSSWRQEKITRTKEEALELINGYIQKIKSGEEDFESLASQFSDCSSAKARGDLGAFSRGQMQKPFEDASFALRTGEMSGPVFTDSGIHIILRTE
JMJD2A Tudor: JMJD2A Tudor domain (human) inhibition | Potency, µM (top dose mostly 114 µM), inactives show at the highest dose activity change, negative = inhibition, hits mostly inhibitors | AlphaScreen JMJD2A-Tudor / H3K4me3 peptide binding | 390,000 tested, 4.4% active | O75164; further: on the % scale 0 is the no-effect control and ±100 the full control effect; nearly all actives have a fitted effect of over 50% in size
BAZ2B inh: inhibitors of human BAZ2B bromodomain; AlphaScreen BAZ2B-H3K14Ac peptide displacement; 360,000 tested, 4.4% active; Potency, µM (titrated, usually from 114 µM), without a hit: at the highest dose activity change, negative = inhibition, hits mostly inhibitors; AID 504333; further: on the % scale 0 is the no-effect control and ±100 the full control effect; nearly all actives have a fitted effect of over 60% in size
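BAZ2B (50 nM) with biotin-H3(5-23)K14Ac peptide (50 nM) in PBS pH 7.4, 0.01% Tween-20, preformed 30 min, then compound 30 min at room temperature; top concentration 110uM. AlphaScreen streptavidin donor/nickel chelate acceptor beads (10 ug/mL final), 20 min dark, signal read.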
Pol iota inh: inhibitors of human DNA polymerase iota. Q9UNA4. Pol iota fluorescent replication assay, 10 min. Potency, µM (doses to about 115 µM), without a hit: at the top dose activity, negative = inhibition, actives largely listed as inhibitors. 390,000 tested, 1% active
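Pol iota at 10 nM preincubated 15 min with compounds at room temperature; reaction started with fluorescent substrate, 50 nM final. Fluorescence read kinetically at 0 and 10 min; buffer-only wells as negative control.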
Numbers without * were called inactive; i = inactive; u = inconclusive; x = no result given; [ ] = another dose, or the depositor's remark. Unless noted, the call rests on the fitted dose curve; in most records, active means well fitted curve in the direction sought with a large enough effect; inconclusive means small, poorly fitted or top-dose-only effect, or another doubt; inactive means no such curve, though single readings can be large; an effect the other way counts as inactive or inconclusive. Potency means the concentration at half of the fitted maximal effect.

Tb PGK inh	JMJD2A Tudor	Pin1 inhibitor	HP1b chromo inh	G9a inh	Pol iota inh	GLS inh	BAZ2B inh	BLM inh	compound
-5%	-16%	4%	21%	-10%	6%	-2%	12%	-1%	CCOC(=O)C1CCN(C(=O)CCC2CCCC2)CC1
-2%	-8%	-1%	24%	-11%[59 µM]	8%	-10%	x	-3%	CCOC(=O)c1c(C)[nH]c(C(=O)COC(=O)CSCC(=O)N(CC)CC)c1C
-1%	u	3%	10%	3%	18%	23%	-19%	-5%	O=C(N/N=C/c1cc([N+](=O)[O-])ccc1O)Nc1ccccc1
i	-20%	-1%	45%[activator]	u	0%	-2%	-34%	2%	CCOC(=O)c1c(CN2CCCCC2C)oc2ccc(OC)cc12 (stereo unspecified)
-6%	-1%	6%	28%	7.9µM*	2%	5%	-4%	-3%	Cc1ccc(S(=O)(=O)NC(C(=O)Oc2ccc3c(C)c(Cl)c(=O)oc3c2)c2ccccc2)cc1 (stereo unspecified)
-2%	-21%	12%	41%[activator]	28µM*	13%	-8%	2%	-3%	Cc1ccc2cc3c(N)c(C(=O)N4CCOCC4)sc3nc2c1
5%	-9%	-9%	12%	-82%	-28%	-1%	-5%	-5%	CN(C)CCCNC(=S)N1CCC(c2nc3ccccc3[nH]2)CC1
i	-7%	-5%	46%[activator]	16%[59 µM]	14%	0%	-2%	-1%	CCc1nn(CC(=O)N2CCC(C)CC2)c(=O)c2cc3occc3n12
6%	5%	-8%	12%	8%	u	-5%	10%	1%	COCCCNC(=O)CCn1c(=O)c2ccccc2n(CC(=O)NCCc2ccc(OC)c(OC)c2)c1=O
-5%	u	2%	u	u	4%	2%	u	-2%	COc1cc(-c2nc3ccccn3c2Nc2ccccc2C)ccc1O
3%	4µM*	7%	u	x	u	5%	18µM*	-12%	CCN1CCN(CCOc2cccc(Cl)c2Cl)CC1
-1%	-11%	1%	22%	-33%	-12%	2%	-1%	-3%	Cc1c(NC(=O)C(C)OC(=O)CCc2ccccc2)c(=O)n(-c2ccccc2)n1C (stereo unspecified)
-13%	u	7%	-22%	u	71%[activator]	21%	u	-7%	Cc1ccc(C)n1-c1ccc(N2CCOCC2)cc1
i	-17%	-10%	-13%	u	80%[activator]	4%	0%	-4%	Cc1ccc(NC(=O)C2C3C=CC4(O3)C2C(=O)N(CCN2CCOCC2)C4C(=O)NC2CCCCC2)cc1C (stereo unspecified)
i	-21%	-4%	9%	-15%	5%	22%	x	3%	Cc1cccc(C)c1NC(=S)N(CCN(C)C)C(C)c1ccccn1 (stereo unspecified)
-12%	-2%	7%	34%	-7%	13%	-18%	-23%	0%	CC(=O)N1CCOc2ccc(S(=O)(=O)Nc3cccc(C)c3)cc21
-13%	8%	-2%	39%	6%	53%[activator]	-13%	3%	-6%	COC(=O)c1sc(SC)c2c1CC(C)(C)C/C2=N/O
0%	-3%	-4%	34%	-7%[2.33 µM]	-8%	14%	-1%	-3%	CC(C)c1nnc(NC(=O)CCc2ccccc2)s1
-8%	u	-5%	13%	-28%	-9%	30%[activator]	u	-4%	COc1ccccc1N1CCN(CC(O)COc2ccc(C)c(C)c2)CC1 (stereo unspecified)
-9%	-7%	1%	22%[57 µM]	-3%	6%	0%	-12%	-8%	CCOC(=O)C1(Cc2ccccc2C)CCCN(C(=O)CCn2nccc2C)C1 (stereo unspecified)
-9%	-17%	-5%	26%	x	16%	5%	x	x	NCC(=O)NCC(=O)NC[C@H]1O[C@@H](n2cnc3c(N)ncnc32)[C@H](O)[C@@H]1O
x	-18%	0%	9%	5%[59 µM]	-10%	6%	8%	0%	COc1cc(OC)cc(-n2c(=O)c3sccc3n(Cc3c(C)cc(C)cc3C)c2=O)c1
-9%	-20%	u	22%	50µM*	1%	3%	-25%	2%	COc1cc(/C=N/NS(=O)(=O)c2ccc3ccccc3c2)ccc1OCc1ccc(C(=O)O)cc1
4%	7%	0%	15%	x	2%[58.9 µM]	4%	x	x	O=C(Nc1ccccc1Cl)O/N=C/c1ccc(F)cc1
-3%	-21%	-5%	1%	-51%[59 µM]	7%	2%	11%	-13%	COc1ccccc1NC1=NC(c2ccc(Cl)cc2)N=C(N)N1 (stereo unspecified)
-1%	-1%	-1%	17%	-7%[2.33 µM]	-5%	1%	2%	-6%	Cc1ccc(S(=O)(=O)n2cnc3ccccc32)cc1[N+](=O)[O-]
-7%	8%	-2%	11%	-29%[59 µM]	11%[58.9 µM]	1%	-4%	-5%	Cc1cccc(NC(=O)c2c(F)c(F)c(F)c(F)c2F)c1
-10%	-11%	7%	0%	4%	81%[activator]	2%	8%	x	CC(=O)Nc1ccc(NC(=O)CNC(=O)c2sc3ccccc3c2Cl)cc1
9%	-16%	-11%	40%[activator]	-10%	9%	3%	-4%	-8%	CCN1CCN(CCCNC(=O)c2ccc(NC(=O)C3=C(C)OCCS3)cc2)CC1
i	2%	-9%	32%	-36%	-1%	-7%	-30%	0%	COc1cccc(-n2c(=O)c3sccc3n(CC(=O)NCC3CCCO3)c2=O)c1 (stereo unspecified)
5%	-11%	4%	32%	-40%[59 µM]	-8%	-8%	-1%	-5%	Cn1nc(-c2ccccc2F)c2cc(C(=O)NCc3ccc(Cl)cc3)sc21
6%	-12%	-2%	47%[activator]	x	u	13%	u	-4%	COc1cccc(NC(=S)N2CCN(S(=O)(=O)c3ccccc3)CC2)c1
i	-19%[57.1 µM]	-1%	27%	u	31%[activator]	1%	-6%	-10%	Nc1nonc1C(=O)NCCNCc1ccccc1OCc1ccccc1F
3%	-28%	-7%	52%[activator]	-2%	20%	6%	-25%	1%	C/C(Cl)=C/Cn1c(N2CCCC2)nc2c1c(=O)n(C)c(=O)n2C
-2%	1%	0%	28%	u	12%	x	9%	-3%	O=C(Cn1nc(-c2cccc([N+](=O)[O-])c2)c2ccccc2c1=O)Nc1cccnc1
-3%	-13%	1%	17%	95%[activator][59 µM]	-5%	21%	u	2%	COC(=O)c1cc(CC(=O)c2ccc(O)cc2O)c(C)o1
2%	14%	-10%	50%[activator]	35µM*	7%	1%	3%	-6%	O=C(CSc1nnnn1-c1ccccc1)NC1CCCc2ccccc21 (stereo unspecified)
0%	-30%	1%	56%[activator]	-37%	-16%	-5%	-16%	-6%	O=C1NC(=O)N(Cc2ccccc2)C1=O
-8%	-28%	-11%	-6%	-4%[59 µM]	12%	24%	-30%	-7%	COc1cc(OC)c(NS(=O)(=O)c2ccc(Cl)c(C(=O)OC(C)C(=O)N3CCCC3)c2)cc1Cl (stereo unspecified)
-5%	-10%	-10%	37%	16%	32%[activator]	-1%	-12%	-8%	CC(CCc1ccccc1)NC(=O)CNC(=O)c1ccccc1Br (stereo unspecified)

Ordered by count of non-hydrogen atoms (rising): some entries from above
Tb PGK inh	JMJD2A Tudor	Pin1 inhibitor	HP1b chromo inh	G9a inh	Pol iota inh	GLS inh	BAZ2B inh	BLM inh	compound
-5%	-10%	-10%	37%	16%	32%[activator]	-1%	-12%	-8%	CC(CCc1ccccc1)NC(=O)CNC(=O)c1ccccc1Br (stereo unspecified)
2%	14%	-10%	50%[activator]	35µM*	7%	1%	3%	-6%	O=C(CSc1nnnn1-c1ccccc1)NC1CCCc2ccccc21 (stereo unspecified)
i	-19%[57.1 µM]	-1%	27%	u	31%[activator]	1%	-6%	-10%	Nc1nonc1C(=O)NCCNCc1ccccc1OCc1ccccc1F

(more compounds)
Tb PGK inh	JMJD2A Tudor	Pin1 inhibitor	HP1b chromo inh	G9a inh	Pol iota inh	GLS inh	BAZ2B inh	BLM inh	compound
i	1%	-2%	38%	-1%[59 µM]	30%	-11%	x	1%	CCOc1ccccc1NC(=O)CSc1nc2cccnc2n1C
-5%	-1%	-10%	43%[activator]	x	13%	-20%	x	x	CCOC(=O)N1CCN(S(=O)(=O)c2ccc3c(c2)NC(=O)CO3)CC1
i	0%	0%	63%[activator]	-5%	16%	3%	11%	-2%	Cc1nnc(NC(=O)CSC2CCCCC2)s1
-7%	11µM*	-4%	-12%	-1%	119%[activator]	u	-12%	1%	Cn1c(CNC(=O)c2ccccc2)nnc1SCC(=O)Nc1nccs1
1%	-8%	6%	28%	18%	-3%	-1%	-23%	-1%	C/C(=N\NC(=O)C(O)c1ccccc1)c1ccc(Cl)cc1 (stereo unspecified)
8%	-3%	-2%	24%	-36%	0%	4%	1%	3%	CCC(=O)N1CCc2nc(-c3ccccc3)sc2C1
-2%	u	-5%	21%	35µM*	9%	16%	-15%	0%	Cc1n[nH]c(=S)n1Cc1ccccc1
7%	-3%	-5%	9%	-5%	10%	7%	-4%	-4%	CCOC(=O)N1CCN(C(=O)/C(=C/c2ccccc2OC)NC(=O)c2ccccc2)CC1

Part of the list above, with each value named:
Cc1nnc(NC(=O)CSC2CCCCC2)s1
  Tb PGK inh = i; JMJD2A Tudor = 0%; Pin1 inhibitor = 0%; HP1b chromo inh = 63%[activator]; G9a inh = -5%; Pol iota inh = 16%; GLS inh = 3%; BAZ2B inh = 11%; BLM inh = -2%
Cn1c(CNC(=O)c2ccccc2)nnc1SCC(=O)Nc1nccs1
  Tb PGK inh = -7%; JMJD2A Tudor = 11µM*; Pin1 inhibitor = -4%; HP1b chromo inh = -12%; G9a inh = -1%; Pol iota inh = 119%[activator]; GLS inh = u; BAZ2B inh = -12%; BLM inh = 1%
C/C(=N\NC(=O)C(O)c1ccccc1)c1ccc(Cl)cc1 (stereo unspecified)
  Tb PGK inh = 1%; JMJD2A Tudor = -8%; Pin1 inhibitor = 6%; HP1b chromo inh = 28%; G9a inh = 18%; Pol iota inh = -3%; GLS inh = -1%; BAZ2B inh = -23%; BLM inh = -1%
CCC(=O)N1CCc2nc(-c3ccccc3)sc2C1
  Tb PGK inh = 8%; JMJD2A Tudor = -3%; Pin1 inhibitor = -2%; HP1b chromo inh = 24%; G9a inh = -36%; Pol iota inh = 0%; GLS inh = 4%; BAZ2B inh = 1%; BLM inh = 3%

Bioassay records from PubChem BioAssay.

Not all compounds are listed, so the mix of outcomes need not match the whole.
